DENV2 CPE rescue: inhibitors of DENV2 cytopathic effect, primary screen, cell-based, plate reader, single concentration. 350,000 tested, 1.7% active. DENV2-infected cells, cytopathic effect rescue. CPE inhibition, % at 9.99 µM; in the data active = CPE inhibition above about 20%, passing the limit was not always enough; inconclusive = no clear call, values can overlap the other calls; tested in BHK-21 cells;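 note: 0% = median of neutral control wells and 100% = median of positive control wells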
E-sel inducer: E-selectin induction in HUVECs, primary screen, imaging, HUVEC, immunofluorescence imaging, single point; normalized: neutral wells 0, TNF-alpha wells 100; activation, % at 7.58 µM; 260,000 tested, 0.37% active; AID 686992, 2013;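 active = mean E-selectin-positive cell signal at least 10% of the positive control, reached in at least 60% of replicates, without over 20% cell loss; inconclusive = no rule given, readout overlaps actives, possibly toxicity-flagged; inactive = the rest, including those meeting only one limit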;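 note: in these data hits start at about 27%; measured in HUVEC primary endothelial cells; signal is the percent of cells scored E-selectin positive by PE staining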
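Test system – human umbilical vein endothelial cells (HUVEC), E-selectin induction · Input – 3,000 HUVEC seeded per well · Buffer or medium – EGM-2, gelatin · Compound dosing – single-point compound dose · Detection – immunofluorescence imaging · Measure – percent E-selectin-positive cells · Controls – TNF-alpha high, DMSO low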
F508del corr: F508del CFTR correction, initial screen, CFBE line, single point; CFBE cells, YFP halide quenching; stimulated with forskolin plus potentiator P3; % fluorescence drop versus neutral controls; activity (quench increase), % at 7.58 µM; 350,000 tested, 0.36% active;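 active = mean added fluorescence quench of at least 8% versus neutral control, with both replicates also reaching 8%; inconclusive = only one of the mean or replicate conditions met; inactive = mean below 8% and not both replicates reaching 8%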;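 note: cells transiently co-express mutant CFTR-F508del with the halide-sensitive YFP; corrector assay measuring rescue of mutant channel to the surface after 24 h compound exposure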
XiGFP reactiv: activators of inactive X chromosome reactivation, primary screen, imaging, XiGFP fibroblasts, GFP high-content imaging, set 2. 360,000 tested, 0.055% active. activation, % at 7.58 µM. AID 743238, 2013. XiGFP mouse fibroblasts, % GFP-positive cells imaging, 3 d; cells co-treated with 5-aza-dC sensitizer; scaled so ellipticine positive control = 100%;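 active = mean normalized replicate activation at least 10% and every replicate at or above 10%; inconclusive = only one of the two criteria met; inactive = mean below 10% and not all replicates reach 10%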;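 note: 0% = median of on-plate neutral control wells and 100% = ellipticine 6 µM median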
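System: 68-5-11 XiGFP fibroblast line | Buffer or medium: DMEM containing 5-aza-dC | Compound: Single point | Times: Compounds 3 days, fix/stain 15 min at room temperature | Benchmarks: Positive control ellipticine, 6 µM final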
RAD54 inh: inhibitors of human RAD54 branch migration, primary screen, biochemical, fluorescence, single point; RAD54 Holliday junction branch migration, FAM/BHQ fluorescence; inhibition, % at 10.4 µM; 360,000 tested, 0.14% active; AID 602329, 2012;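 active = mean normalized replicate activity at least 40 and at least half of replicates scoring 40 or more; inconclusive = only one of the two criteria met; inactive = mean below 40 and under half of replicates reaching 40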;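 note: 0% = median of neutral control wells and 100% = median of positive control wells; inhibitors cause a drop in the FAM fluorescence signal; in these data hits start at about 50%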
Target sequence (Q92698 whole entry, looked up): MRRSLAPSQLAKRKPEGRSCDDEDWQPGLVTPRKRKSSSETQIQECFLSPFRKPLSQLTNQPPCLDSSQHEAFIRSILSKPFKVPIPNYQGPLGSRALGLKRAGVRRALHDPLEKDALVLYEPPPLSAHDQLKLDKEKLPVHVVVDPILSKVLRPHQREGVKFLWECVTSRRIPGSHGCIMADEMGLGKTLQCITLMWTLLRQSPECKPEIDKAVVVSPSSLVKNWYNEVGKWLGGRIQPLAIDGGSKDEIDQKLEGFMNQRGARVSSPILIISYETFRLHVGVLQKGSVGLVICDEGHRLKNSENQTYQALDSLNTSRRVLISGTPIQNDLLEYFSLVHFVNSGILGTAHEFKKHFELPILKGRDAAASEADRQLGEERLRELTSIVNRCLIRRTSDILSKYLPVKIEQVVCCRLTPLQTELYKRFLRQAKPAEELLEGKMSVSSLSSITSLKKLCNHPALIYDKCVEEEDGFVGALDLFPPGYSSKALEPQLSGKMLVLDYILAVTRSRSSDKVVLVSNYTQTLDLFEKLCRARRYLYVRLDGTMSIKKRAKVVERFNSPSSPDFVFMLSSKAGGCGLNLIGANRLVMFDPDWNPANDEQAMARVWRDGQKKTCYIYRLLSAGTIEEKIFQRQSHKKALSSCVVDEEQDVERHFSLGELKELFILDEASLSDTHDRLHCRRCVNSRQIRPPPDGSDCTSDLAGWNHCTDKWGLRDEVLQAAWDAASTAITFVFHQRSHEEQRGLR
RAD52 inh: RAD52 DNA annealing inhibitors, primary screen, biochemical, FRET, single point, set 2 | inhibition, % at 18.7 µM | recombinant RAD52 DNA annealing, FRET fluorescence | DNA repair protein RAD52 homolog (Homo sapiens), P43351 | 360,000 tested, 0.46% active;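 active = every replicate showing at least 50% inhibition; inconclusive = mean inhibition at least 50% but not in every replicate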
Casp6 inh: human caspase-6 inhibitors, primary screen, biochemical, VEID-R110 fluorescence, single point, set 2 | purified caspase-6, Z-VEID-R110 cleavage fluorescence | inhibition, % at 12.5 µM | 350,000 tested, 0.53% active;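 active = mean inhibition across replicates at least about 35%, with every replicate also reaching that limit, limit read from the data; inconclusive = only one of the two criteria met; inactive = neither criterion met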;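 note: 0% = median of neutral control wells and 100% = no fluorescence left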
Target sequence (P55212 24-179 limits assumed): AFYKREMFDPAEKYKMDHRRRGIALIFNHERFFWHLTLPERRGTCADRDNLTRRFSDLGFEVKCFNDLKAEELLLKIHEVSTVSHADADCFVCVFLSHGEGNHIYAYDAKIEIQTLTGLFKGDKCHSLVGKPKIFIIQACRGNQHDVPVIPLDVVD
Target sequence (P55212 194-293 limits assumed): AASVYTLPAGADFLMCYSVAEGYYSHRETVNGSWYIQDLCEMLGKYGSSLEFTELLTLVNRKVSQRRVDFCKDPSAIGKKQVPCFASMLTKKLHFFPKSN
GSIS activator: GLuc luminescence reporter in INS-1E cells, primary screen for activators of glucose-dependent secretion of insulin; INS-1E GLuc reporter insulin secretion, 2-3 h; activation, % at 16.6 µM; 370,000 tested, 0.61% active; AID 743287, 2014;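 active = lowest replicate activation of at least 40%, so every replicate reaches that level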;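 note: 0% = median of neutral control wells and 100% = median of IBMX positive control wells; some compounds called inactive have numbers as strong as hits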
* hit, by the source's call.

For CC(=O)Nc1ccc(NC(C)=O)c(NC2OCC(O)C(O)C2O)c1 (stereo not given) the results were DENV2 CPE rescue -2, E-sel inducer -0.2, F508del corr -0.7, XiGFP reactiv 0.0, RAD52 inh -6, Casp6 inh -4 and GSIS activator 3.
`C[C@H]1CCCCO[C@@H](CN(C)C)[C@@H](C)CN([C@@H](C)CO)C(=O)c2cc(NC(=O)Cc3ccccc3)ccc2O1` gave DENV2 CPE rescue 7, E-sel inducer 0.0, F508del corr -0.9, XiGFP reactiv 0.0, RAD54 inh 2, RAD52 inh -17, Casp6 inh -3 and GSIS activator 12.
CC(C)c1ccc(CSc2ccc(S(=O)(=O)N3CCOCC3)cn2)cc1 was read as DENV2 CPE rescue -7, F508del corr 2.4, XiGFP reactiv -0.1, RAD54 inh -6, RAD52 inh -3, Casp6 inh -1 and GSIS activator -14.
Screening Cc1c(NC(=S)NC(=O)CCc2ccccc2)c(=O)n(-c2ccccc2)n1C returned F508del corr -0.2, XiGFP reactiv 0.2, RAD54 inh 3, RAD52 inh -10, Casp6 inh 5 and GSIS activator -6.
`CCOC(=O)C1=C(COC(=O)C(C)(C)Oc2ccc(Cl)cc2)NC(=O)NC1C` (stereo not given) gave DENV2 CPE rescue -3, E-sel inducer -0.1, F508del corr 2.5, XiGFP reactiv 0.0, RAD54 inh -10, RAD52 inh -13, Casp6 inh 8 and GSIS activator 8.
For CCC(=O)Nc1ccc2c(c1)OC[C@H](C)N(CC1CCOCC1)C[C@@H](C)[C@H](OC)CN(C)C2=O the results were DENV2 CPE rescue 0, E-sel inducer -0.3, F508del corr -2.4, XiGFP reactiv -0.3, RAD54 inh -18, RAD52 inh -5, Casp6 inh 0 and GSIS activator 0.
For O=C(Cc1ccc(NC(=O)C2CCN(C(=O)c3ccccc3)CC2)cc1)Nc1ccc(C(=O)N2CCOCC2)cc1 the results were DENV2 CPE rescue -11, E-sel inducer -0.2, F508del corr 0.0, XiGFP reactiv -0.1, RAD54 inh -1, RAD52 inh 4, Casp6 inh 2 and GSIS activator -8.
`COC(=O)C[C@H]1C[C@@H]2c3cc(NS(=O)(=O)c4ccc(OC)cc4)ccc3O[C@@H]2[C@@H](CO)O1` gave DENV2 CPE rescue 0, E-sel inducer -0.1, F508del corr 0.1, XiGFP reactiv 0.0, RAD54 inh -7 and GSIS activator -3.
CC1(C(=O)Nc2ccc(Cl)c(Cl)c2)CCN1C(=O)CCC1CCCC1 (stereo not given) was read as DENV2 CPE rescue 14, E-sel inducer -0.3, F508del corr 0.9, XiGFP reactiv 0.2, RAD54 inh -8, RAD52 inh -6, Casp6 inh 0 and GSIS activator -10.
Screening CC(=O)NN(O)C1N(C)C(=O)N(Cc2ccccc2)C1(C)C (stereo not given) returned DENV2 CPE rescue -1, E-sel inducer 5.5, F508del corr -1.5, XiGFP reactiv 0.4, RAD52 inh -9, Casp6 inh 4 and GSIS activator -4.
CSCC[C@H](NS(=O)(=O)c1ccc(C)cc1)C(=O)N1CCC(C(=O)N[C@H](C(=O)O)c2ccccc2)CC1 was read as DENV2 CPE rescue 0, F508del corr 1.9, RAD54 inh -6, RAD52 inh -7, Casp6 inh 4 and GSIS activator 9.
COc1cccc(NC(=O)C[C@H]2CC[C@H]3[C@H](COc4ccc(NC(C)=O)cc4C(=O)N3C)O2)c1 was read as DENV2 CPE rescue -1, E-sel inducer -0.1, F508del corr -0.9, XiGFP reactiv 0.2, RAD54 inh -10, RAD52 inh -3, Casp6 inh -4 and GSIS activator 4.
Screening Cc1nnc2c(N(C)S(=O)(=O)c3ccccc3)nc3ccccc3n12 returned DENV2 CPE rescue -3, F508del corr 0.5, XiGFP reactiv 0.1, RAD54 inh -3, RAD52 inh 1, Casp6 inh -2 and GSIS activator 7.
CCNC(=O)C[C@@H]1CC[C@H]2[C@@H](COc3ccc(NC(=O)Nc4ccc(Cl)cc4)cc3C(=O)N2C)O1 was read as DENV2 CPE rescue 7, E-sel inducer 0.2, F508del corr -0.9, XiGFP reactiv 0.5, RAD54 inh 2, RAD52 inh -5, Casp6 inh -1 and GSIS activator 1.
O=C(CSc1nc2ccccc2n1S(=O)(=O)c1cccc([N+](=O)[O-])c1)NCCc1ccccc1 was read as DENV2 CPE rescue -4, E-sel inducer 1.2, XiGFP reactiv -0.1, RAD52 inh -7, Casp6 inh 4 and GSIS activator 9.

2 records drawn at random from those above:
CCNC(=O)C[C@@H]1CC[C@H]2[C@@H](COc3ccc(NC(=O)Nc4ccc(Cl)cc4)cc3C(=O)N2C)O1 was read as DENV2 CPE rescue 7, E-sel inducer 0.2, F508del corr -0.9, XiGFP reactiv 0.5, RAD54 inh 2, RAD52 inh -5, Casp6 inh -1 and GSIS activator 1.
CC1(C(=O)Nc2ccc(Cl)c(Cl)c2)CCN1C(=O)CCC1CCCC1 (stereo not given) was read as DENV2 CPE rescue 14, E-sel inducer -0.3, F508del corr 0.9, XiGFP reactiv 0.2, RAD54 inh -8, RAD52 inh -6, Casp6 inh 0 and GSIS activator -10.

(listing goes on)
Screening CCCNC(=O)Nc1ccc2c(c1)C(=O)N(C)[C@H]1CC[C@@H](CC(=O)NC)O[C@H]1CO2 returned DENV2 CPE rescue -2, E-sel inducer -0.1, F508del corr -1.3, XiGFP reactiv 0.2, RAD54 inh 3 and GSIS activator 6.
Screening O=C(NC1Cc2ccccc2C1)c1cc(COc2cccc(C(F)(F)F)c2)on1 returned DENV2 CPE rescue -3, E-sel inducer 5.0, F508del corr -1.7, XiGFP reactiv 0.0, RAD54 inh -6, RAD52 inh 1, Casp6 inh -3 and GSIS activator 1.
`COc1cc(OC)cc(-c2nc3ccccc3c(=O)n2OC(=O)c2ccc(Br)cc2)c1` gave DENV2 CPE rescue -4, E-sel inducer -0.2, F508del corr -1.2, XiGFP reactiv 0.2, RAD52 inh -10, Casp6 inh 2 and GSIS activator 5.
For CC(C)c1cn(CC[C@H]2CC[C@@H](NS(=O)(=O)c3ccc(F)cc3)[C@@H](CO)O2)nn1 the results were DENV2 CPE rescue 1, E-sel inducer -0.2, F508del corr -0.1, XiGFP reactiv 0.3, RAD54 inh 3, RAD52 inh -14, Casp6 inh 0 and GSIS activator 1.
Screening CCNC(=O)CC1C(=O)N(CC)C(=S)N1NC(=O)c1ccccc1 (stereo not given) returned DENV2 CPE rescue 0, F508del corr 0.2, XiGFP reactiv 0.2, RAD54 inh -3, RAD52 inh -5, Casp6 inh 1 and GSIS activator 10.
`C[C@H]1CCCCO[C@H](CN(C)C(=O)Nc2ccc(F)cc2)[C@@H](C)CN([C@@H](C)CO)C(=O)c2cc(NS(=O)(=O)c3ccc(F)cc3)ccc2O1` gave DENV2 CPE rescue 27*, E-sel inducer -0.3, F508del corr -2.3, XiGFP reactiv 0.4, RAD54 inh 2 and GSIS activator -23.
COCC(=O)N1C[C@H](C)[C@H](OC)CN(C)C(=O)c2ccc(NC(=O)Nc3cccc(F)c3)cc2OC[C@H]1C was read as E-sel inducer 0.1, F508del corr -0.8, XiGFP reactiv 0.2 and GSIS activator -6.
For COc1ccc(/C=N/OCC(=O)N=Nc2c(O)[nH]c3ccc(Br)cc23)cc1 the results were DENV2 CPE rescue -1, XiGFP reactiv 0.0, RAD52 inh -14, Casp6 inh -3 and GSIS activator -3.
`CC(C)C#Cc1ccc([C@H]2[C@@H](C#N)N(C(=O)C3CCOCC3)[C@H]2CO)cc1` gave DENV2 CPE rescue -7, E-sel inducer -0.6, F508del corr 2.4, XiGFP reactiv -0.1, RAD54 inh -1, RAD52 inh -11, Casp6 inh -2 and GSIS activator 9.
O=C(O)c1ccccc1-c1ccccc1C(=O)NCc1cccnc1 was read as DENV2 CPE rescue 0, F508del corr -5.8, XiGFP reactiv 0.1, RAD52 inh -14, Casp6 inh 0 and GSIS activator 18.
O=C(NCCN1CCOCC1)c1cccc(S(=O)(=O)N2CCCC2)c1 was read as DENV2 CPE rescue -6, F508del corr 0.2, XiGFP reactiv 0.1, RAD54 inh 1, RAD52 inh 2, Casp6 inh 5 and GSIS activator 3.
For CCCCc1ccc(/C=C2\C(=O)ON=C2c2ccccc2)s1 the results were DENV2 CPE rescue 6, E-sel inducer 16, F508del corr 0.7, XiGFP reactiv 0.0, RAD52 inh -73, Casp6 inh 1 and GSIS activator -5.
For CCOc1ccc(C(F)(F)F)cc1NC(=O)c1ccc(OC)c([N+](=O)[O-])c1 the results were F508del corr 1.1, RAD54 inh 5, RAD52 inh -7, Casp6 inh -4 and GSIS activator 2.
`CC(=O)N1CCN=C1SCc1cccc(C)c1` gave DENV2 CPE rescue 1, F508del corr -0.5, XiGFP reactiv 0.5, RAD54 inh -2, RAD52 inh -4 and Casp6 inh -2.
`Cc1c(Cl)cccc1NC(=O)CCCn1cnc([N+](=O)[O-])n1` gave DENV2 CPE rescue 3, E-sel inducer 0.0, F508del corr -0.9, XiGFP reactiv 0.3, RAD54 inh -2, RAD52 inh -4, Casp6 inh -1 and GSIS activator 4.
O=C(COc1ccccc1)NC1CCSC1=O (stereo not given) was read as DENV2 CPE rescue 8, E-sel inducer 2.9, F508del corr -0.7, XiGFP reactiv 0.1, RAD52 inh -59, Casp6 inh -2 and GSIS activator 14.
Screening CC(NC(=O)c1c(Cl)cnn1C)C1CCCO1 (stereo not given) returned DENV2 CPE rescue 0, E-sel inducer 1.9, F508del corr 1.0, XiGFP reactiv 0.0, RAD54 inh -18, RAD52 inh -4, Casp6 inh 1 and GSIS activator -4.
`C[C@@H]1CN([C@H](C)CO)C(=O)c2cc(C#CC3CCCCC3)cnc2O[C@H]1CN(C)C(=O)Cc1ccccn1` gave DENV2 CPE rescue inconclusive, E-sel inducer -0.9, F508del corr -1.8, XiGFP reactiv -0.3, RAD54 inh -1, RAD52 inh -7, Casp6 inh -1 and GSIS activator -13.
C[C@@H]1CN([C@@H](C)CO)C(=O)Cc2cc(NC(=O)Nc3cccc4ccccc34)ccc2O[C@H]1CN(C)S(=O)(=O)c1ccc(Cl)cc1 was read as DENV2 CPE rescue -5, E-sel inducer 0.1, F508del corr 2.5, XiGFP reactiv -0.6, RAD54 inh -4, RAD52 inh 6, Casp6 inh 2 and GSIS activator 5.

Compounds above containing a nitro group on carbon:
O=C(CSc1nc2ccccc2n1S(=O)(=O)c1cccc([N+](=O)[O-])c1)NCCc1ccccc1 was read as DENV2 CPE rescue -4, E-sel inducer 1.2, XiGFP reactiv -0.1, RAD52 inh -7, Casp6 inh 4 and GSIS activator 9.
For CCOc1ccc(C(F)(F)F)cc1NC(=O)c1ccc(OC)c([N+](=O)[O-])c1 the results were F508del corr 1.1, RAD54 inh 5, RAD52 inh -7, Casp6 inh -4 and GSIS activator 2.
`Cc1c(Cl)cccc1NC(=O)CCCn1cnc([N+](=O)[O-])n1` gave DENV2 CPE rescue 3, E-sel inducer 0.0, F508del corr -0.9, XiGFP reactiv 0.3, RAD54 inh -2, RAD52 inh -4, Casp6 inh -1 and GSIS activator 4.

Bioassay records: PubChem BioAssay, Broad Institute
